MC4R ag barr: activates human MC4R beta-arrestin recruitment. P32245. U2OS MC4R beta-arrestin complementation, luminescence; percent of melanotan II response, DMSO zero. activation, % at 8.9 µM. 360,000 compounds, 0.98% hits. AID 540308;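 active = activation above a per-plate cutoff, the mean activation of sample wells on that plate plus 3 SD, cut at about 8% in these data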
MC4R antagonist: blocks human MC4R cAMP signaling | AID 540295 | P32245 | 360,000 compounds, 0.48% hits | MC4R-expressing cells, MTII-stimulated cAMP, LANCE TR-FRET | inhibition, % at 6.5 µM;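 active = inhibition above its plate's cutoff, the mean of tested wells on that plate plus 3 SD, cut at about 29% in these data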;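 note: 0% = Melanotan II alone and 100% = Melanotan II plus saturating MCL0020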
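System: U2OS-MC4R stable cell line; Technique: Eu-cAMP/anti-cAMP TR-FRET, emission 671 nm; Repeats: single well per compound; Also added: Melanotan II; Dosing: one concentration, 6.5 µM nominal; Schedule: 30-min compound, 1-h challenge, 1-h detection, room temperature.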
HTR2A ag: mouse HTR2A agonism via beta-arrestin recruitment. P35363. activation, % at 7.6 µM. CHO-K1 mHTR2A beta-arrestin complementation, luminescence; percent of 30 µM serotonin response. 360,000 compounds, 0.66% hits;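 active = activation above a run cutoff, the mean activation of all tested compounds plus 3 SD, cut at about 14% in these data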;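 note: 0% = plate median of compound wells and 100% = 30 µM serotonin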
N-glyco inh: N-linked glycosylation inhibition; 360,000 compounds, 0.23% hits; reporter increase, % at 12.5 µM; D54 ERlucT glycosylation luciferase reporter, 24 h; percent of 100 nM tunicamycin response;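 active = mean luciferase reporter signal, scaled so untreated is 0 and the glycosylation-blocking control 100, at or above a set limit in every replicate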;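 note: luciferase carries N-glycosylation sites so blocking glycosylation raises the light; 0% = median of neutral control wells and 100% = median of 100 nM tunicamycin wells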
CaV13 ICDI inh: Disruptors of the CACNA1D IQ motif to Ca2+-dependent inactivation inhibitor domain association, primary screening, Förster resonance energy transfer in intact living …; HEK cells, CFP/YFP FRET ICDI-IQ, plate reader, 10 min; percent FRET-ratio fall versus neutral wells; inhibition, % at 12.3 µM; 340,000 compounds, 0.098% hits;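 active = mean replicate inhibition of at least 30% and at least 1% of replicates passing that level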;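 note: 0% = median of the neutral control wells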
ABCB6 inh MLPCN: inhibitors of human ABC transporter ABCB6. K562-ABCB6 porphyrin accumulation, flow cytometry, 1 h; active compounds read low. fluorescence ratio to DMSO, % at 10 µM. 360,000 compounds, 0.19% hits. AID 602162;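 active = fluorescence ratio to DMSO below 75%, the collection mean minus 3 SD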;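 note: signal is porphyrin accumulated inside mitochondria; 100% equals median channel fluorescence of DMSO control wells; lower ratio means ABCB6 inhibition with less porphyrin fluorescence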
Target sequence (Q9NP58 whole entry, looked up): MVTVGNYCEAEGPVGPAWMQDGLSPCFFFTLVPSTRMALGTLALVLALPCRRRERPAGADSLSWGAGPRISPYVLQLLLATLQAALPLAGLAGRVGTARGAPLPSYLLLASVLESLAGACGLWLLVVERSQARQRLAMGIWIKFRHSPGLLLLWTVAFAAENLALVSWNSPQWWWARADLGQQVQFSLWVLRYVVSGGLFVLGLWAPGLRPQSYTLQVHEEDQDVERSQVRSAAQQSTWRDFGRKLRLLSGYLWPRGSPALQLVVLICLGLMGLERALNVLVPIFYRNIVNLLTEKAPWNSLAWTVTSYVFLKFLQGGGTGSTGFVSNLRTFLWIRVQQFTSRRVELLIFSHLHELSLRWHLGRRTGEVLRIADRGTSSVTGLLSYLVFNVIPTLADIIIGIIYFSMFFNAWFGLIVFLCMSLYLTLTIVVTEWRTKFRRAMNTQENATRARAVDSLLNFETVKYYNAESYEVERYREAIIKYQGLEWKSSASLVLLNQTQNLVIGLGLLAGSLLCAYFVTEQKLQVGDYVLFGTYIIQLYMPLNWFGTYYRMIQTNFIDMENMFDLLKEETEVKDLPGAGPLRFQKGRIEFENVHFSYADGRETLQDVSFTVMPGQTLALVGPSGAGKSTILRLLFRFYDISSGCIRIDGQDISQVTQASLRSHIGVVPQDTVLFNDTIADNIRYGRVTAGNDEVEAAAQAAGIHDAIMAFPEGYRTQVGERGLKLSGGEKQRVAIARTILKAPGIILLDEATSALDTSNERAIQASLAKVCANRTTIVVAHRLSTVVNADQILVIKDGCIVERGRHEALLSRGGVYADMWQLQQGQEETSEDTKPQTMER
Vif inh: HIV Vif inhibition | 340,000 compounds, 0.35% hits | AID 602346 | HEK293T cells, Vif self-association by quenched fluorescence, imaging, 24 h | inhibition, % at 7.49 µM; in the data active = inhibition above about 50%, passing the limit was not always enough; note: some results filed as inactive read as strong as hits
PDI inh: inhibitors of human protein disulfide isomerase; PDI insulin aggregation turbidity, A650, 90 min; inhibition, % at 10 µM; 350,000 compounds, 0.052% hits;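 active = mean inhibition across replicates of 30% or more, whatever share of single replicates reach that level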;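 note: absorbance from insulin aggregation driven by PDI reduction with DTT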
H9c2 protect: protects H9c2 cardiomyocytes from peroxide injury. H2O2 injury protection, ATPLite, 2 h. protection from H2O2 cell death, % at 20 µM. 360,000 compounds, 0.63% hits;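 active = compounds giving at least 50% protection of heart cells from peroxide-induced death in the single-dose screen, raw or plate-pattern-corrected value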;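 note: 0% = DMSO wells with peroxide and 100% = DMSO wells without peroxide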
aDG glyco up: increases alpha dystroglycan glycosylation | Pro5-aDG cells, alpha-DG glycosylation AlphaScreen (IIH6); 0% Pro5, 100% B10-LARGE cell signal | AID 624168 | activation, % at 10 µM | 360,000 compounds, 0.22% hits;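 active = activation of at least 8% versus controls, or a plate z-score of at least 8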;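 note: Pro5 are CHO cells carrying HIG-tagged alpha-DG that lacks glycosylation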
* = called active by the depositor; nt = not tested or not shown.

(1) O=C(CC1SCCNC1=O)Nc1cc(Cl)cc(Cl)c1 (stereo not drawn)
(2) O=C(CSc1ncccn1)N/N=C/c1cccs1
(3) Cc1nc2ccccc2c(=O)n1NC(=O)c1cc(Br)ccc1Cl
(4) CCC(C)(C(=O)NC1CCCCC1)N(Cc1ccco1)C(=O)Cc1cccs1 (stereo not drawn)
(5) O=c1oc2ccccc2cc1C1=Nn2c(nnc2-c2cccnc2)SC1
(6) COc1ccc(NC(=O)N(C)C[C@H]2Oc3ccc(NS(=O)(=O)c4ccc(F)cc4)cc3C(=O)N([C@H](C)CO)C[C@@H]2C)cc1
(7) COc1ccc(NC(=S)N2CCC(NC(=O)c3ccc(OC)cc3)CC2)cc1
(8) Cc1cc(C)cc(N=Cc2ccc([N+](=O)[O-])s2)c1

Assay by compound	1	2	3	4	5	6	7	8
MC4R ag barr	-0.3	0.7	-2.1	0.2	0.7	0.7	-2.4	-1.5
MC4R antagonist	3	-5	1	2	1	-1	7	-5
HTR2A ag	-1	-2	0	-1	8	0	-6	2
N-glyco inh	2	0	0	0	3	5	1	22
CaV13 ICDI inh	-2	-6	-4	-6	-4	-4	-2	-5
ABCB6 inh MLPCN	84	98	88	96	88	97	74*	113
Vif inh	0	5	-1	22	8	-1	-1	-5
PDI inh	-6	-3	-7	2	-1	-3	-9	6
H9c2 protect	-6	9	-5	2	-2	3	-3	-13
aDG glyco up	0.2	0.0	0.0	-0.1	-0.4	-0.2	0.0	-0.3

(9) COc1ccccc1-n1c(C)c(C(=O)O)c2cc(OC)c3ccccc3c21
(10) O=C(CSc1ncccn1)c1ccccc1Br
(11) COc1ccc(NC(=O)c2cccc3c(-c4cnn(C)c4)coc23)cc1
(12) COCCNC(=O)CN(C(=O)Cn1nnc2ccccc21)c1ccc(F)c(Cl)c1
(13) OC[C@@H](O)[C@@H](O)[C@H](O)[C@@H](O)CO
(14) O=c1cc(CO)oc(CN2CCN(Cc3ccccc3)CC2)c1O
(15) Cc1cccc(NC(=O)CSc2nc(=O)n3ccccc3n2)c1C
(16) O=C(NCc1ccccc1)c1c[nH]c2ccccc2c1=O

Assay by compound	9	10	11	12	13	14	15	16
MC4R ag barr	0.8	-0.6	-0.8	-0.1	0.9	1.9	-3.2	-0.5
MC4R antagonist	13	2	3	1	-4	14	-2	-3
HTR2A ag	2	-2	2	4	1	0	0	0
N-glyco inh	0	1	-1	2	-2	0	-1	1
CaV13 ICDI inh	-21	nt	-11	0	nt	-5	-5	-21
ABCB6 inh MLPCN	101	105	100	89	96	94	90	95
Vif inh	0	nt	-2	nt	9	0	-11	-6
PDI inh	-10	0	-2	-3	nt	-5	0	6
H9c2 protect	2	-7	44	4	-6	9	5	8
aDG glyco up	0.4	0.2	0.3	0.2	0.0	0.0	-0.1	0.0

(17) O=C(COc1ccc(S(=O)(=O)N2CCc3ccccc32)cc1Cl)NCc1ccccn1
(18) O=C(/C=C/c1ccc(-c2ccccc2[N+](=O)[O-])o1)c1ccc(F)cc1
(19) CC(=O)Nc1ccc(NC(=O)c2cc(-c3ccc(C)c(C)c3O)n[nH]2)cc1
(20) CCN1CCN(C(=O)c2ccc3c(c2)N(Cc2ccccc2)C(=O)c2ccccc2S3=O)CC1 (stereo not drawn)
(21) Cc1cccc(N(CC(O)CON=C2c3ccccc3-c3ccccc32)S(C)(=O)=O)c1 (stereo not drawn)
(22) O=C(Nc1cccc(S(=O)(=O)N2CCCCC2)c1)c1ccco1
(23) O/N=C/c1cc(Br)cs1
(24) CC(C)Cc1nnc(NC(=O)Cc2ccc([N+](=O)[O-])cc2)s1

Assay by compound	17	18	19	20	21	22	23	24
MC4R ag barr	2.2	-1.3	9.7*	-0.2	-0.4	1.0	0.1	1.9
MC4R antagonist	10	5	-4	8	9	15	9	-1
HTR2A ag	2	-10	0	-4	2	-6	-2	2
N-glyco inh	-2	14	-1	-1	-2	0	0	5
CaV13 ICDI inh	nt	nt	-3	-6	-11	-6	-20	-5
ABCB6 inh MLPCN	98	101	97	100	96	99	95	94
Vif inh	nt	6	-1	nt	-14	-3	2	4
PDI inh	14	3	18	nt	8	-3	-4	0
H9c2 protect	-1	-10	-3	-1	-22	-2	-1	0
aDG glyco up	0.2	0.4	0.5	0.1	-0.1	0.3	-0.1	0.3

(25) O=c1c2ccccc2nnn1COc1cccc(Cl)c1
(26) COc1cccc(CNC(=O)Cc2ccc(NC(=O)C3=C(C)OCCS3)cc2)c1
(27) O=C(COc1ccccc1Cl)Nc1cccc(S(=O)(=O)NC2=NCCCCC2)c1
(28) Cc1cccc(NC(=O)CNC(=O)c2cccc(-n3cccc3)c2)c1C
(29) COc1cccc(C(=O)N/N=C/c2cn[nH]c2-c2ccc(OC)cc2OC)c1
(30) CCOC(=O)[C@]12CCC=C1N(Cc1cccc3ccccc13)C(=O)[C@H](CC(=O)NCCC(C)C)C2
(31) COc1cc2c(C(=O)N3CCN(c4ccccc4F)CC3)cn(C)c(=O)c2cc1OC
(32) C=C1C(=O)C23C(O)C1CCC2C12CCCC(C)(COC(C)=O)C1C(O)C3(O)OC2 (stereo not drawn)

Assay by compound	25	26	27	28	29	30	31	32
MC4R ag barr	-2.0	1.6	-3.2	1.0	-1.3	nt	-1.2	-1.6
MC4R antagonist	3	7	6	4	1	nt	-8	31*
HTR2A ag	-5	3	-1	-13	-3	-5	-5	-9
N-glyco inh	0	-5	-2	2	1	nt	1	-20
CaV13 ICDI inh	3	-5	-4	-6	nt	-5	-7	-6
ABCB6 inh MLPCN	97	102	103	95	106	94	98	90
Vif inh	-8	10	-2	-11	-3	nt	-7	-11
PDI inh	-4	-2	4	-4	-4	nt	1	-4
H9c2 protect	-1	-14	-8	1	11	nt	0	-20
aDG glyco up	0.0	0.0	0.0	0.1	-0.1	0.0	0.0	-0.4

(33) COc1ccc(NC(=O)c2cc(-c3ccc(C)cc3)on2)cc1
(34) O=C(Cn1cnc2c(nnn2Cc2ccc(Cl)cc2)c1=O)OCc1ccccc1
(35) O=C(NNC(=O)c1ccc(Cl)c([N+](=O)[O-])c1)c1ccncc1
(36) COC(=O)c1csc(C2OC(CO)C(O)C2O)n1 (stereo not drawn)
(37) CCOC(=O)C1CCN(c2cc3c(cc2NC(=O)c2cc(OC)ccc2Br)n(C)c(=O)n3C)CC1
(38) O=C(CSc1nc(=O)n(CCCN2CCOCC2)c2c1CCCC2)Nc1cccc(Cl)c1
(39) Cc1ccc(CN2C3CCCC2CC(NC(=O)c2ccc(C)cc2)C3)cc1 (stereo not drawn)
(40) CCOC(=O)C1(Cc2cccc(Cl)c2)CCCN(C(=O)c2ccoc2C)C1 (stereo not drawn)

Assay by compound	33	34	35	36	37	38	39	40
MC4R ag barr	0.1	-1.3	-0.6	0.5	1.2	0.3	-2.8	1.6
MC4R antagonist	3	13	7	-2	26	16	-1	13
HTR2A ag	6	2	5	1	6	-4	-5	0
N-glyco inh	1	2	1	2	1	-4	-3	4
CaV13 ICDI inh	-5	-7	-21	-15	-9	-6	6	-6
ABCB6 inh MLPCN	98	96	97	98	99	97	94	104
Vif inh	0	3	16	-2	9	-2	9	-6
PDI inh	-1	-10	0	-11	3	-1	0	2
H9c2 protect	3	13	7	5	39	5	-1	0
aDG glyco up	0.0	0.0	0.2	0.0	-0.5	-0.1	0.3	0.7

(41) COc1ccccc1-c1nc(SCC(=O)O)n[nH]1
(42) COC(=O)c1cc(S(=O)(=O)NCC2CCN(Cc3ccc(C)cc3)CC2)cn1C
(43) CN1CC[C@@H]2C(=O)N3CCc4ccc(Br)cc4[C@@H]3C[C@@H]21
(44) COc1ccccc1CNC(=O)COC(=O)c1ccc(C)c(S(=O)(=O)N2CCOCC2)c1
(45) COCCn1ccc(O)c(Cc2ccccc2)c1=O
(46) CN(Cc1cccc(F)c1)C(=O)C(c1ccccc1)c1ccccc1
(47) C/C(=N\Nc1ncc(Br)cn1)c1cccc([N+](=O)[O-])c1
(48) CC(=O)c1c(C)[nH]c(C(=O)N2CCc3ccccc32)c1C

Assay by compound	41	42	43	44	45	46	47	48
MC4R ag barr	2.2	-1.0	-1.2	-2.1	1.4	1.9	-0.6	2.0
MC4R antagonist	10	-3	6	10	17	11	3	4
HTR2A ag	7	1	11	8	1	0	-7	-3
N-glyco inh	1	-1	0	1	0	-2	2	4
CaV13 ICDI inh	nt	-2	-5	-6	-5	-4	-3	0
ABCB6 inh MLPCN	97	91	96	100	112	99	95	94
Vif inh	13	5	-3	-3	-2	-4	1	1
PDI inh	0	6	17	-7	2	3	2	2
H9c2 protect	10	1	10	1	5	4	0	7
aDG glyco up	0.3	0.2	-0.1	-0.1	-0.3	0.2	-0.2	-0.2

Single entries from above:
H9c2 protect result of `COCCn1ccc(O)c(Cc2ccccc2)c1=O` is entered as 5
PDI inh result of `COc1ccccc1CNC(=O)COC(=O)c1ccc(C)c(S(=O)(=O)N2CCOCC2)c1` is entered as -7
N-glyco inh result of `CN(Cc1cccc(F)c1)C(=O)C(c1ccccc1)c1ccccc1` is entered as -2
HTR2A ag result of `COc1ccccc1-c1nc(SCC(=O)O)n[nH]1` is entered as 7

Further entries follow:
(49) COc1ccccc1CNC(=O)/C(C#N)=C/c1ccc(OC)c(OC)c1OC
(50) COc1ccc(Cn2nnc3c(=O)[nH]c(C4CCN(S(=O)(=O)c5ccc(C)cc5)CC4)nc32)cc1
(51) COC(=O)N/N=C/C1=CCC2CC1C2(C)C (stereo not drawn)
(52) O=C(OCCO)c1c(-c2ccccc2)oc2c1C(OCCO)CCC2 (stereo not drawn)
(53) Cc1ccc(-c2nnc(N)o2)cc1
(54) CCC(=O)NC(Nc1ccccn1)(C(=O)OC)C(F)(F)F (stereo not drawn)
(55) O=C(/C=C/[C@H]1O[C@@H](n2ccc(=O)[nH]c2=O)[C@H](O)[C@@H]1O)NCc1ccccn1
(56) CCn1c2ccccc2c2nnc(SCC(=O)Nc3c(C)n(C)n(-c4ccccc4)c3=O)nc21
(57) CC(=O)c1c(O)cc(C(C)C)n(-c2ccccc2)c1=O

Assay by compound	49	50	51	52	53	54	55	56	57
MC4R ag barr	-1.2	2.1	-1.2	nt	-0.2	-1.4	nt	-1.2	-2.1
MC4R antagonist	12	16	-9	nt	-2	22	nt	-1	-1
HTR2A ag	-2	-5	0	-1	-2	0	5	3	0
N-glyco inh	3	-2	0	nt	6	2	0	4	-1
CaV13 ICDI inh	-2	-7	-4	-10	-7	-18	-2	nt	-4
ABCB6 inh MLPCN	96	96	95	93	93	99	92	97	101
Vif inh	-7	-1	9	nt	-8	-6	3	nt	1
PDI inh	-6	-4	-2	nt	-13	3	nt	-8	-2
H9c2 protect	16	3	-2	nt	1	3	-2	8	8
aDG glyco up	0.3	0.0	-0.3	-0.1	-0.1	-0.1	-0.4	0.4	-0.5

Two compounds from above with just aDG glyco up, HTR2A ag and PDI inh:
item | compound | aDG glyco up | HTR2A ag | PDI inh
53 | Cc1ccc(-c2nnc(N)o2)cc1 | -0.1 | -2 | -13
54 | CCC(=O)NC(Nc1ccccn1)(C(=O)OC)C(F)(F)F (stereo not drawn) | -0.1 | 0 | 3

Source: PubChem BioAssay
